CIT2 TOR yeast – alters CIT2-GFP fluorescence in TOR pathway yeast screen; S. cerevisiae CIT2-GFP strain, flow cytometry, 3 h; 100 means same as DMSO wells; GFP response vs DMSO, % at 10 µM; AID 2029; 320,000 tested, 0.065% active;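 active means GFP response relative to DMSO above a set limit, near the screen mean plus 3 SD, cut at about 150% in these data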;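 further: ratio of well median GFP fluorescence to mean of DMSO wells on the plate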
Fam108B counter – counter-screen for RBBP9 inhibitors: inhibitors of mouse Fam108B. inhibition, % at 9.51 µM. recombinant Fam108B, FP-Rh probe fluorescence polarization. 300,000 tested, 0.33% active. AID 1947;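 active means inhibition above the screen mean inhibition plus 3 SD, computed separately per campaign, cut at about 18% in these data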;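 further: inhibitors lower polarization as less probe binds the enzyme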
GRK2 aptamer HTS – human GRK2 inhibition via aptamer displacement | P25098 | bead flow cytometry, FAM-aptamer displacement from GRK2 | inhibition of aptamer binding, % at 10 µM | 330,000 tested, 0.59% active | AID 488847;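 active means inhibition of aptamer binding above 40%, roughly 3 SD of noise, on plates passing a quality check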;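 further: median bead fluorescence of bound FAM aptamer so fluorescent compounds give negative values; no value below 0 was filed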
Target sequence (P25098 whole entry, looked up): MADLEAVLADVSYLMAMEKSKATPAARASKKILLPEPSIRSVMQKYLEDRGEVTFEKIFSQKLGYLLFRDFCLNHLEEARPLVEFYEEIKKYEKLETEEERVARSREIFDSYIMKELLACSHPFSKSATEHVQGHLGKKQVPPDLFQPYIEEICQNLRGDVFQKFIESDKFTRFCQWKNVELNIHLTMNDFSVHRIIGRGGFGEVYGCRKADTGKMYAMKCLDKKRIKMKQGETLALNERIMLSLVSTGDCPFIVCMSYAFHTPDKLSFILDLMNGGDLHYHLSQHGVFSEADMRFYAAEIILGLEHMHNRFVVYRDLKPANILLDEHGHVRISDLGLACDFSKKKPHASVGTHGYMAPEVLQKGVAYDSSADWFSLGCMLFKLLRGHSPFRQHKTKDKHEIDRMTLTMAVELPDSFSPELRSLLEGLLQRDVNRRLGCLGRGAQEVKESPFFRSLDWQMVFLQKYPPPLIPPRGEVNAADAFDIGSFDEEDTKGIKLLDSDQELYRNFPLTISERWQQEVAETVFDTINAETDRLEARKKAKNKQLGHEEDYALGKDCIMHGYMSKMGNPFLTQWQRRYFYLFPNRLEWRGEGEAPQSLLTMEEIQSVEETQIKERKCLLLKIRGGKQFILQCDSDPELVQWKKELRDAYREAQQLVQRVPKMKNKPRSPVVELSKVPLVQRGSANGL
GLD-1 TGE inh – GLD-1-TGE RNA interaction inhibition (C. elegans); Q17339; purified GLD-1 + fluorescein TGE RNA, fluorescence polarization; inhibition, % at 5.96 µM; 320,000 tested, 0.44% active; AID 2280;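 active means percent inhibition above a per-plate cutoff, the plate mean of test compounds plus 3 SD, cut at about 30% in these data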;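 further: 0% = DMSO wells with GLD-1 and probe and 100% = wells lacking GLD-1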
MCL1-BIM inh – inhibitors of human MCL1 binding to BIM-BH3 peptide | Q07820 | GST-MCL1 / FITC-Bim-BH3 fluorescence polarization | inhibition, % at 10.9 µM | 320,000 tested, 0.68% active | AID 2057;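 active means inhibition above the mean inhibition of all tested compounds plus 3 SD, set per campaign, cut at about 40% in these data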;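 further: 0% = DMSO wells and 100% = unlabeled Bim-BH3 peptide control; higher means more loss of mP so more displacement of Bim peptide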
MEX-5 binding – C. elegans MEX-5 TCR-2 RNA binding activity; MEX-5/FITC-TCR2 RNA binding, fluorescence polarization; active compounds read low; activity score (negative = inhibition of binding), % at 10 µM; 300,000 tested, 0.38% active; Q9XUB2;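 active means inhibition past about -25% in most replicates, and total fluorescence under double the plate's negative control median, limit read from the data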;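 further: 0% = DMSO and -100% = 5 µM competing unlabeled TCR2 RNA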
BCLXL inh – Bcl-xL (human) inhibition; Q07817; 320,000 tested, 0.7% active; AID 2129; GST-Bcl-xL / FITC-Bim BH3 peptide fluorescence polarization; inhibition, % at 10.9 µM;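 active means inhibition above the mean of all tested compounds plus 3 SD, cutoff set per campaign, cut at about 30% in these data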;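 further: 0% = DMSO wells and 100% = unlabeled Bim-BH3 peptide competitor; inhibitors lower millipolarization by displacing the labeled peptide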
Target sequence (Q07817 whole entry, looked up): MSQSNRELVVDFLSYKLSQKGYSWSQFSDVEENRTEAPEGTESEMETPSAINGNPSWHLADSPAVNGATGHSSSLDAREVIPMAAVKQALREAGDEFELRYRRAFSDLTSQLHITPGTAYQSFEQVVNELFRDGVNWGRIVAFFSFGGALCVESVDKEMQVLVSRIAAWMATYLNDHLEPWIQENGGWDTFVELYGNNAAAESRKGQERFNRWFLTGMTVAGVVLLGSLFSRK
AGP1 TOR yeast – yeast TOR pathway AGP1-GFP modulation | S. cerevisiae AGP1-GFP multiplex flow cytometry, 3 h; GFP as percent of DMSO wells | GFP response vs DMSO, % at 10 µM | 320,000 tested, 0.02% active | AID 2066;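 active means GFP response relative to DMSO above a set limit, near screen average plus 3 SD, cut at about 150% in these data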;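 further: median GFP channel fluorescence of the gated AGP1 strain per well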
VLA-4 inh – inhibition in a human VLA-4 binding assay | VLA-4 expressing cells, ligand binding flow cytometry | 330,000 tested, 0.2% active | inhibition, % (about 7 µM as worked out from the volumes in the protocol) | AID 2557 | P13612; in the data active means inhibition above about 50%
* = called active by the depositor; . = not tested or not shown.

Labels used below – A = CIT2 TOR yeast; B = Fam108B counter; C = GRK2 aptamer HTS; D = GLD-1 TGE inh; E = MCL1-BIM inh; F = MEX-5 binding; G = BCLXL inh; H = AGP1 TOR yeast; I = VLA-4 inh
(1) O=C(O)c1cnc(-c2ccccc2)nc1Sc1cccc(Cl)c1
  A = 97; B = -18; C = 0; D = 5; E = 7; F = 3.3; G = 7; H = 100; I = 6
(2) O=C(COC(=O)c1cccnc1Cl)c1cccc(Cl)c1
  A = .; B = 4; C = 1; D = 7; E = 13; F = 1.0; G = 3; H = 119; I = -2
(3) CNc1nc(OCCNC(=O)Nc2ccccc2)nc(N2CCOCC2)n1
  A = 99; B = 1; C = 1; D = 3; E = 2; F = 1.2; G = 2; H = 104; I = 59*
(4) CCN(CCO)Cc1csc2ccc(Cl)cc12
  A = 104; B = -3; C = 0; D = 1; E = 1; F = 1.6; G = -1; H = 101; I = 3
(5) CCOc1ccccc1CN1CCNC(=O)C1CC(=O)NCc1cc(C)n(C)n1 (centres undefined)
  A = 100; B = -1; C = 0; D = 6; E = 10; F = -5.1; G = 14; H = 98; I = 19
(6) O=C(Nc1nc2cc3c(cc2s1)OCCO3)c1ccco1
  A = 89; B = -1; C = 0; D = 2; E = -2; F = 1.0; G = 2; H = 90; I = 23
(7) Cc1cc(NCc2ccccn2)n2nc(C)c(-c3ccccc3)c2n1
  A = 95; B = 3; C = 0; D = 2; E = -1; F = .; G = 2; H = 98; I = 17
(8) CCCc1cc(C(=O)N2CCC(N3CCC(C(=O)NC(C)C)CC3)CC2)n(C)n1
  A = 108; B = -3; C = 0; D = 0; E = 7; F = 2.7; G = 1; H = 100; I = 0
(9) CCn1c(-c2c(Cl)c(C)nn2C)n[nH]c1=S
  A = 102; B = 0; C = 0; D = 5; E = -9; F = 0.8; G = -16; H = 105; I = -8
(10) CCOC(=O)c1cc(-c2nnc(-c3ccc(Oc4ccccc4)cc3)o2)c(C)nc1C
  A = 100; B = 2; C = 2; D = 4; E = -2; F = 1.0; G = 0; H = 100; I = -38
(11) N#Cc1ccc(C(=O)Nc2ccc3ccccc3c2)cc1
  A = 99; B = 0; C = 1; D = -5; E = -6; F = -1.4; G = 0; H = 96; I = -13
(12) Cn1c2ccccc2c(=O)c2cc(C#CC3(O)CCCCC3)ccc21
  A = 102; B = 1; C = 1; D = -2; E = 1; F = -0.3; G = 9; H = 106; I = -1
(13) NC(=O)N1CCc2ccccc21
  A = 105; B = 2; C = 0; D = -3; E = -3; F = 0.3; G = 3; H = 103; I = -16
(14) COc1ccc(-c2cnnc(N/N=C/C(C)=C/c3ccccc3)n2)cc1
  A = 96; B = 2; C = 2; D = -2; E = -2; F = -1.1; G = 6; H = 100; I = 4
(15) Cc1ccc(SCC(=O)c2ccc[nH]2)cc1
  A = 102; B = 3; C = 2; D = -4; E = 4; F = -1.0; G = 8; H = 101; I = -4
(16) CC1CC1C(=O)Nc1cc(S(=O)(=O)N2CCOCC2)ccc1N1CCCC1 (centres undefined)
  A = 94; B = -2; C = 2; D = -2; E = 2; F = -0.1; G = 0; H = 94; I = -17
(17) Clc1ccc(CSCCc2ccncc2)cc1
  A = 102; B = -1; C = 0; D = 1; E = 3; F = -0.5; G = 4; H = 106; I = 8
(18) COc1cc(NC(=O)Cc2cccc3ccccc23)c(C(=O)O)cc1OC
  A = 101; B = 3; C = 2; D = 3; E = -2; F = 1.0; G = 4; H = 99; I = -1
(19) CCOC(=O)c1[nH]c(C)c(C(=O)NCCc2ccc(OC)cc2)c1C
  A = 100; B = 3; C = 2; D = 8; E = 0; F = -2.6; G = -2; H = 101; I = -4
(20) CCCCC(=O)Nc1ccc(C(=O)c2ccccc2)cc1
  A = 99; B = 3; C = 1; D = 4; E = 0; F = -1.8; G = 0; H = 94; I = 7
(21) CCOC(=O)c1ccccc1NC(=O)c1ccccc1N(C)S(C)(=O)=O
  A = 95; B = -2; C = 0; D = -5; E = 10; F = -0.3; G = 11; H = 94; I = 7
(22) Cc1nnc(SCC(=O)Nc2ccc(F)cc2)n(N)c1=O
  A = 111; B = 10; C = 3; D = -1; E = 7; F = -0.2; G = 0; H = 116; I = -21
(23) COC(=O)c1[nH]c2cccc(OC)c2c1NC(=O)C(C)N1CCC(C)CC1 (centres undefined)
  A = 107; B = -3; C = 0; D = -8; E = 9; F = -1.1; G = -3; H = 110; I = -4
(24) COC(=O)CN(c1nc(C)c(Cl)c(OC)n1)S(=O)(=O)c1ccc(C)cc1
  A = 83; B = 2; C = 0; D = -1; E = 4; F = -0.3; G = 0; H = 95; I = -26
(25) CCOC(=O)C1=C(c2ccccc2)N=C2SCC(=O)N2C1c1ccc2c(c1)OCO2 (centres undefined)
  A = 91; B = 5; C = 2; D = 3; E = 6; F = -1.8; G = 4; H = 99; I = 3

In another format: entries from further up.
14: COc1ccc(-c2cnnc(N/N=C/C(C)=C/c3ccccc3)n2)cc1
15: Cc1ccc(SCC(=O)c2ccc[nH]2)cc1
16: CC1CC1C(=O)Nc1cc(S(=O)(=O)N2CCOCC2)ccc1N1CCCC1 (centres undefined)
17: Clc1ccc(CSCCc2ccncc2)cc1
18: COc1cc(NC(=O)Cc2cccc3ccccc23)c(C(=O)O)cc1OC
19: CCOC(=O)c1[nH]c(C)c(C(=O)NCCc2ccc(OC)cc2)c1C
20: CCCCC(=O)Nc1ccc(C(=O)c2ccccc2)cc1
21: CCOC(=O)c1ccccc1NC(=O)c1ccccc1N(C)S(C)(=O)=O
22: Cc1nnc(SCC(=O)Nc2ccc(F)cc2)n(N)c1=O
23: COC(=O)c1[nH]c2cccc(OC)c2c1NC(=O)C(C)N1CCC(C)CC1 (centres undefined)

compound no.	14	15	16	17	18	19	20	21	22	23
CIT2 TOR yeast	96	102	94	102	101	100	99	95	111	107
Fam108B counter	2	3	-2	-1	3	3	3	-2	10	-3
GRK2 aptamer HTS	2	2	2	0	2	2	1	0	3	0
GLD-1 TGE inh	-2	-4	-2	1	3	8	4	-5	-1	-8
MCL1-BIM inh	-2	4	2	3	-2	0	0	10	7	9
MEX-5 binding	-1.1	-1.0	-0.1	-0.5	1.0	-2.6	-1.8	-0.3	-0.2	-1.1
BCLXL inh	6	8	0	4	4	-2	0	11	0	-3
AGP1 TOR yeast	100	101	94	106	99	101	94	94	116	110
VLA-4 inh	4	-4	-17	8	-1	-4	7	7	-21	-4

24: COC(=O)CN(c1nc(C)c(Cl)c(OC)n1)S(=O)(=O)c1ccc(C)cc1
25: CCOC(=O)C1=C(c2ccccc2)N=C2SCC(=O)N2C1c1ccc2c(c1)OCO2 (centres undefined)

compound no.	24	25
CIT2 TOR yeast	83	91
Fam108B counter	2	5
GRK2 aptamer HTS	0	2
GLD-1 TGE inh	-1	3
MCL1-BIM inh	4	6
MEX-5 binding	-0.3	-1.8
BCLXL inh	0	4
AGP1 TOR yeast	95	99
VLA-4 inh	-26	3

(next part)
Labels used below – A = CIT2 TOR yeast; B = Fam108B counter; C = GRK2 aptamer HTS; D = GLD-1 TGE inh; E = MCL1-BIM inh; F = MEX-5 binding; G = BCLXL inh; H = AGP1 TOR yeast; I = VLA-4 inh
(26) Cc1cccc(COc2ccc(/C(O)=C3\C(=O)C(=O)N(CCN(C)C)C3c3ccncc3)cc2)c1 (centres undefined)
  A = .; B = 1; C = 0; D = 5; E = 2; F = 1.8; G = 0; H = 101; I = -3
(27) Cc1ccc(NC(=O)COC(=O)CCc2ccc(S(=O)(=O)N3CCOCC3)cc2)cc1C
  A = 93; B = 4; C = 0; D = 3; E = -1; F = -1.8; G = -1; H = 97; I = -4
(28) COc1cc(C(=O)OCC(=O)c2cc(C)n(CC3CCCO3)c2C)ccc1OCC(=O)N1CCOCC1 (centres undefined)
  A = 96; B = 2; C = 4; D = 6; E = -1; F = -1.6; G = 2; H = 98; I = 0
(29) Cc1cc(Br)ccc1NC(=O)CN(C)C(=O)CN1C(=O)NC2(CCCC2)C1=O
  A = 102; B = -2; C = 0; D = 1; E = -22; F = 2.6; G = -9; H = 111; I = 14
(30) O=C(NCc1ccco1)C(c1ccncc1)N(CCC1=CCCCC1)C(=O)Cn1nnc2ccccc21 (centres undefined)
  A = 96; B = 1; C = 1; D = 1; E = -1; F = -0.2; G = -3; H = 102; I = 6
(31) COc1ccc(CCn2c(SCC(=O)Nc3cc(C)on3)nc3ccsc3c2=O)cc1OC
  A = 91; B = -5; C = 0; D = 7; E = -12; F = .; G = 1; H = 102; I = -11
(32) CC(C)CN1CCC(=O)N(CCSc2ccc(Br)cc2)CC1
  A = 101; B = 5; C = 0; D = 2; E = -7; F = 1.5; G = -1; H = 97; I = 48
(33) CCOc1ccc(C(=O)NCC(=O)N2CCN(C/C=C/c3ccccc3)CC2)cc1OCC
  A = 100; B = -1; C = 0; D = 6; E = 5; F = -2.4; G = 2; H = 102; I = 7
(34) CC/C(=N/NC(=O)CCC(=O)Nc1ccccc1OC)c1ccccc1
  A = 105; B = 2; C = 2; D = 2; E = -2; F = 2.3; G = 3; H = 100; I = 1
(35) Cc1cc(C)n(C2CC(=O)N(c3ccccc3)C2=O)n1 (centres undefined)
  A = 90; B = 6; C = 3; D = 2; E = -1; F = 0.3; G = 2; H = 98; I = 7
(36) CCC1(c2ccc(C)cc2)NC(=O)N(CC(=O)Nc2cccc(S(=O)(=O)N3CCCC3)c2)C1=O (centres undefined)
  A = 103; B = .; C = 0; D = 6; E = -9; F = .; G = -6; H = 99; I = 11
(37) Cc1cccc(C)c1NC(=O)CNC(=O)c1cncc(Br)c1
  A = 101; B = 2; C = 13; D = 0; E = 4; F = 0.2; G = 4; H = 100; I = 3
(38) Cc1nn(C)c(C)c1S(=O)(=O)N1CCC(C(=O)NC(C)c2ccccc2)CC1 (centres undefined)
  A = 97; B = 3; C = 1; D = 4; E = 3; F = -0.4; G = 4; H = 102; I = 10
(39) Cc1n[nH]c(C)c1CN(C)C(=O)C1CCC(=O)N(CC2CCCCC2)C1 (centres undefined)
  A = 95; B = -4; C = 0; D = 2; E = -1; F = -0.3; G = -1; H = 101; I = -7
(40) CCOC(=O)c1cc(C#N)c(SCC(=O)Nc2ccc(C(C)=O)cc2)[nH]c1=O
  A = 117; B = -3; C = 0; D = 3; E = 9; F = -4.1; G = 13; H = 115; I = 17
(41) N/C(=N\NS(=O)(=O)c1ccc(Cl)cc1)c1ccccn1
  A = 103; B = -2; C = 41*; D = -4; E = 3; F = -0.5; G = 0; H = 104; I = -3
(42) CNC(=O)CSc1nc(-c2ccccc2)c(-c2ccccc2)[nH]1
  A = 105; B = 3; C = 0; D = 4; E = -6; F = -1.8; G = -1; H = 107; I = -3
(43) COc1ccc(-c2csc(NC(=O)CN3C(=O)NC4(CCCC4)C3=O)n2)cc1OC
  A = 92; B = 3; C = 0; D = 3; E = -9; F = 0.6; G = -12; H = 109; I = 19
(44) COc1cc(/C=N/NC(=O)c2cccc(S(=O)(=O)N3CCCCC3)c2)cc(Br)c1O
  A = 94; B = 2; C = 1; D = 2; E = 5; F = 2.5; G = 3; H = 92; I = 4
(45) Cc1ccc(S(=O)(=O)NCC2CCC(C(=O)NCc3ccco3)CC2)cc1 (centres undefined)
  A = 108; B = -2; C = 4; D = 1; E = -3; F = 0.6; G = 9; H = 111; I = -1
(46) O=S(=O)(NC1CCN(Cc2ccccc2)CC1)c1cccc2cccnc12
  A = 97; B = -1; C = 10; D = 3; E = 1; F = -4.9; G = 1; H = 104; I = 4
(47) CCc1ccc(NC(=O)C/C(C)=N/NC(=O)COc2ccc(C)cc2Br)cc1
  A = 94; B = -3; C = 0; D = -2; E = -11; F = 0.9; G = -8; H = 97; I = 12

Source: PubChem BioAssay
